PME-1 primary: PME-1 inhibitors via competitive probe labeling, primary screen, biochemical, fluorescence polarization, FP-Rh probe, HTS; Protein phosphatase methylesterase 1 (Homo sapiens), Q9Y570; recombinant PME-1; inhibition, % at 5.9 µM; 0.53% of 320,000 active;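 active = inhibition above the campaign mean of all compounds plus 3 SD, cut at about 26% in these data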;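 also: competitive labeling of PME-1 active site by serine hydrolase directed probe; 0% = PME-1 with DMSO and 100% = wells lacking PME-1 enzyme; inhibitors block probe labeling so polarization falls and inhibition rises; many of its hits are not listed in these tables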
GLD-1 TGE inh: GLD-1/TGE RNA complex disruptors, primary screen, biochemical, fluorescence polarization; Female germline-specific tumor suppressor gld-1 (Caenorhabditis elegans), Q17339; purified GLD-1 + fluorescein TGE RNA; inhibition, % at 5.96 µM; 0.44% of 320,000 active; AID 2280, 2010;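 active = percent inhibition above a per-plate cutoff, the plate mean of test compounds plus 3 SD, cut at about 30% in these data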;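 also: 0% = DMSO wells with GLD-1 and probe and 100% = wells lacking GLD-1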
Target sequence (Q17339 whole entry, looked up): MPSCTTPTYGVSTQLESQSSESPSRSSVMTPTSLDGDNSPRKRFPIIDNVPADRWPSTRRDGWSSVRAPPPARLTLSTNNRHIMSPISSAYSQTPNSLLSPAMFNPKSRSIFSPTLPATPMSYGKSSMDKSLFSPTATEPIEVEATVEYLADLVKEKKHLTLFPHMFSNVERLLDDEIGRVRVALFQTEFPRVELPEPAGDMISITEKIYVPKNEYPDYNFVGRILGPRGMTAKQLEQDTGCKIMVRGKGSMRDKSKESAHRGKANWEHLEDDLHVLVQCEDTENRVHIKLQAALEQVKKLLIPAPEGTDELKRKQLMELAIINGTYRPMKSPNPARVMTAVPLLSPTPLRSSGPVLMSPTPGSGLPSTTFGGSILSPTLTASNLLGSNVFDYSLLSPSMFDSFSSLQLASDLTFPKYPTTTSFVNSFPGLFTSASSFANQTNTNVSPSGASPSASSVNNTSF
BCLXL inh: inhibitors of human Bcl-xL, primary screen, biochemical, fluorescence polarization, HTS | Bcl-2-like protein 1 (Homo sapiens), Q07817 | GST-Bcl-xL / FITC-Bim BH3 peptide fluorescence polarization | inhibition, % at 10.9 µM | 0.7% of 320,000 active | AID 2129, 2009;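 active = inhibition above the mean of all tested compounds plus 3 SD, cutoff set per campaign, cut at about 30% in these data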;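 also: 0% = DMSO wells and 100% = unlabeled Bim-BH3 peptide competitor; inhibitors lower millipolarization by displacing the labeled peptide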
MCL1-BIM inh: inhibitors of MCL1 binding to BIM-BH3, primary screen, biochemical, fluorescence polarization | inhibition, % at 10.9 µM | GST-MCL1 / FITC-Bim-BH3 fluorescence polarization | 0.68% of 320,000 active | AID 2057, 2009 | Induced myeloid leukemia cell differentiation protein Mcl-1 (Homo sapiens), Q07820;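 active = inhibition above the mean inhibition of all tested compounds plus 3 SD, set per campaign, cut at about 40% in these data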;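 also: 0% = DMSO wells and 100% = unlabeled Bim-BH3 peptide control; higher means more loss of mP so more displacement of Bim peptide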
MEX-5 binding: MEX-5 zinc finger RNA-binding disruptors – biochemical, C. elegans, fluorescence polarization, MLPCN library, primary screen; Zinc finger protein mex-5 (Caenorhabditis elegans), Q9XUB2; MEX-5/FITC-TCR2 RNA binding; active compounds read low; activity score (negative = inhibition of binding), % at 10 µM; 0.38% of 300,000 active;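 active = inhibition past about -25% in most replicates, and total fluorescence under double the plate's negative control median, limit read from the data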;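 also: 0% = DMSO and -100% = 5 µM competing unlabeled TCR2 RNA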
Target sequence (Q9XUB2 whole entry, looked up): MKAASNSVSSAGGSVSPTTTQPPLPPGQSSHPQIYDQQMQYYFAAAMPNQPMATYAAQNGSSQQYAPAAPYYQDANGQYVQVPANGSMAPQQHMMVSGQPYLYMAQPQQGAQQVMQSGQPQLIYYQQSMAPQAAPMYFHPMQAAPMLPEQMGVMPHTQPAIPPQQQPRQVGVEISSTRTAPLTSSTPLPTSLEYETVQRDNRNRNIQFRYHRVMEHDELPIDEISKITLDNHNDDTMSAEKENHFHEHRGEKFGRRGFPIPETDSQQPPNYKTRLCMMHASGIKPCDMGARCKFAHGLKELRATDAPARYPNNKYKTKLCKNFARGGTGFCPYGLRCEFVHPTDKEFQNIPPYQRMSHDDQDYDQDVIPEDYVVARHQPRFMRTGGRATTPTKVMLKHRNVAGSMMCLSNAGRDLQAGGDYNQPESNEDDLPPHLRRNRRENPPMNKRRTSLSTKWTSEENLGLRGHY
Fam108B inh: mouse Fam108B serine hydrolase inhibitors, primary screen, counter-screen for RBBP9 inhibitor project, biochemical, fluorescence polarization | 0.33% of 300,000 active | recombinant Fam108B, FP-Rh probe fluorescence polarization | inhibition, % at 9.51 µM;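 active = inhibition above the screen mean inhibition plus 3 SD, computed separately per campaign, cut at about 18% in these data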;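 also: inhibitors lower polarization as less probe binds the enzyme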
Efflux pump mplx: inhibitors of Candida efflux pumps in yeast, primary screen, S. cerevisiae, Nile Red, multiplex; S. cerevisiae Candida pump triplex; inhibition, % at 10 µM; 0.44% of 330,000 active; AID 485275, 2010;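 active = plate passing quality check with inhibition over a set limit, or well fluorescence over plate mean plus 4 SD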;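 also: Nile Red retained in pooled yeast measured as flow cytometry median fluorescence; 0% = buffer negative control and 100% = Enniatin B positive control; higher means more Nile Red kept so more efflux inhibition; some compounds called inactive have numbers as strong as hits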
VLA-4 inh: inhibition in human VLA-4 binding assay, primary screen, VLA-4 allosteric modulator project, MLPCN library, flow cytometry, VLA-4 expressing cells | 0.2% of 330,000 active | inhibition, % (about 7 µM as worked out from the volumes in the protocol) | ligand binding flow cytometry | AID 2557, 2010; in the data active = inhibition above about 50%
GRK2 aptamer HTS: compounds blocking aptamer binding on GRK2 – biochemical, human GRK2, bead flow cytometry, HTS, primary screen; Beta-adrenergic receptor kinase 1 (Homo sapiens), P25098; FAM-aptamer displacement from GRK2; inhibition of aptamer binding, % at 10 µM; 0.59% of 330,000 active; AID 488847, 2010;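 active = inhibition of aptamer binding above 40%, roughly 3 SD of noise, on plates passing a quality check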;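 also: median bead fluorescence of bound FAM aptamer so fluorescent compounds give negative values; no value below 0 was filed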
The depositor's hits bear a star; . = not tested or not shown.

SMILES	PME-1 primary	GLD-1 TGE inh	BCLXL inh	MCL1-BIM inh	MEX-5 binding	Fam108B inh	Efflux pump mplx	VLA-4 inh	GRK2 aptamer HTS
COc1ccc(S(=O)(=O)Nc2ccccc2SC)cc1C	22	3	3	0	-4.8	-2	-0.1	15	0
Cc1ccc(S(=O)(=O)N(C)c2ccc(OCC(=O)OCc3ccc(C#N)cc3)cc2)cc1	.	5	.	.	.	.	0.0	-3	10
CC1CCCC(NC(=S)NC(=O)c2cncc(Br)c2)C1C (stereo unspecified)	2	6	4	-1	2.5	1	0.1	22	1
Cc1ccc(S(=O)(=O)n2nc(C)cc2C)cc1	1	4	5	5	-4.0	1	0.0	4	0
CCN1CCN(CCNC(=O)C2CCCN(Cc3nc(-c4cccc(Cl)c4)oc3C)C2)CC1 (stereo unspecified)	6	-1	3	8	-0.6	1	0.2	-11	0
O=C(C1CCC1)N1CCc2cc(S(=O)(=O)NCc3ccccn3)ccc21	4	3	6	8	0.6	2	0.7*	-6	1
COc1ccc(S(=O)(=O)Nc2ccc(C(F)(F)F)cc2)cc1OC	-2	5	-2	11	1.7	5	0.1	0	0
O=C(CCC1CCCCC1)NCCN1C2=NC[C@@H](Cc3ccccc3)N2C[C@H]1Cc1ccc(O)cc1	1	1	0	4	-1.0	3	.	.	.
N#Cc1c2n(c3c(=S)nc[nH]c13)CCCCC2	4	2	11	-5	-1.2	10	0.2	6	4
CCOC(=O)C(NC(C)=O)(N1CCc2ccccc2C1)C(F)(F)F (stereo unspecified)	-2	2	5	7	2.2	2	-0.2	1	1
COC(=O)C1=C(C)NC(C)=C(C(=O)OC)C1c1ccccc1OCc1c(C)no[n+]1[O-]	6	-3	1	2	.	-4	0.2	6	7
CC1CCCCC12NC(=O)N(CC(=O)Nc1ccccc1-c1ccccc1)C2=O (stereo unspecified)	3	-5	0	-4	0.9	2	0.0	5	2
Cc1ccnc2nc(C(=O)Nc3nccs3)nn12	-4	2	-5	-6	3.1	1	0.0	15	1
CC1CCCCN1C(=O)COC(=O)c1cc(-c2cccs2)nn1-c1ccccc1 (stereo unspecified)	-2	3	0	-3	.	.	0.0	-8	2
COC(=O)[C@@H](Cc1c[nH]c2ccccc12)NC(=O)c1cc(=O)[nH]c2ccccc12	3	6	4	4	-1.8	0	0.1	14	5
CC(C)(C)C(=O)N1CCC[C@@]1(CO)C(=O)O	1	0	2	10	-1.4	3	0.1	8	2
Cc1ccc(Oc2ccccc2/C=N/O)cc1	-4	0	0	-4	-1.5	-5	-0.1	-1	0
O=C(NC1CCCC1)C(c1cccnc1)N(C(=O)c1csnn1)C1CCCC1 (stereo unspecified)	2	3	2	1	1.4	-7	0.0	-8	0
CSCCC(NC(=O)c1cccc(C)c1)C(=O)NNC(=O)c1cccs1 (stereo unspecified)	.	8	.	.	.	.	0.2	3	0
COc1ccc(C(=O)NNC2=C(C(=O)C(F)(F)F)CCC2)cc1	4	3	0	-2	0.9	-3	-0.1	0	5
Cc1cccn2c(=O)c3cc(C(=O)NCCN4CCOCC4)c(=N)n(CCN4CCOCC4)c3nc12	-9	-6	0	7	-0.7	3	0.1	-1	41*
O=C(Cc1cccc2ccccc12)N/N=C/c1ccc(OC(=O)/C=C/c2ccco2)cc1	-18	-2	4	13	-1.5	-16	-0.2	6	1
CCOC(=O)c1c(NC(=O)COC(=O)c2ccncc2)sc(C)c1C	-6	-5	-5	-4	-0.7	-4	0.5*	4	2
Cc1ccc(Nc2ccc([N+](=O)[O-])cn2)cc1Cl	.	.	.	.	-2.0	.	0.1	12	0
Cc1ccc(CC(=O)NCc2ccc(Cl)cc2)cc1	-2	2	1	2	-1.7	0	0.1	-11	0
CCOC(=O)C(=O)c1c(-c2ccc(C)cc2)nc2ccccn12	4	7	63*	7	-2.1	0	0.1	23	0
CC(C)(C)NC(=O)Nc1ccc(Br)cc1	3	-2	-1	-4	-1.8	1	0.4	17	1
CCSc1ccc2cc(OC)ccc2[n+]1CC	-3	9	-11	-23	1.2	-1	-0.1	11	3
CCOC(=O)N1CCN(C(=O)CCC2CCCC2)CC1	-1	-2	1	-9	0.7	-1	0.2	0	0
COc1ccc(/C=C/c2nc3ccccc3c(=O)o2)cc1	-43	-1	3	-4	1.6	-6	0.0	4	0
O=C(COC(=O)c1cnccn1)c1ccc(Cl)c([N+](=O)[O-])c1	2	8	1	-7	0.6	-1	-0.1	24	0
C=CCn1cc(C(=O)NCCN(CC)CC)c(=O)c2cc(S(=O)(=O)N3CCCCCC3)ccc21	4	2	3	-3	1.6	-2	0.0	7	2
CC(C)n1nc(C(=O)Nc2nnc(SCc3c(Cl)cccc3Cl)s2)c2ccccc2c1=O	-3	2	-1	3	0.6	-5	-0.1	-6	2
Oc1ccc(NCc2ccccc2OCc2ccccc2)cc1	24	5	13	12	-2.7	5	0.0	-14	0
COc1ccc2cc(C3(C)NC(=O)N(CC(=O)N4CCCCC4)C3=O)ccc2c1 (stereo unspecified)	.	-1	.	.	.	.	0.1	7	0
COc1cc(C(=O)N2CC(C)OC(C)C2)c([N+](=O)[O-])cc1OC (stereo unspecified)	1	-1	-3	0	1.3	1	-1.1	3	2
CCN(c1ccccc1)S(=O)(=O)c1ccc(OC)c(NC(=O)CNCCc2ccccc2)c1	28*	5	8	6	-1.0	-3	0.1	4	0
NC(=O)C1CCCNC1 (stereo unspecified)	-7	7	2	-2	0.2	-3	0.1	12	2
Cc1ccc(NC(=O)CC(C)S(=O)(=O)c2ccc3c(c2)NC(=O)CO3)c(Cl)c1 (stereo unspecified)	8	0	-4	-2	3.0	-1	0.1	11	0
CCOC(=O)COc1cc(N)c(Cl)cc1Cl	0	4	3	8	-4.1	-4	0.1	10	1
CCCn1nc2cc(C(=O)NCC34CC5CC(CC(C5)C3)C4)ccc2c1OCC	2	-10	6	-9	0.7	0	0.8	26	0
Cc1ccc(N2C(=O)CSCC2=O)cc1	1	8	0	-4	-1.5	-3	0.1	11	0
O=C(Nc1ccccc1)N(Cc1ccccc1)C1=NCCS1	2	3	7	5	0.8	2	-0.2	19	1
CCOC(=O)c1ccccc1NC(=O)CSc1nnnn1C1CCCCC1	3	4	5	4	-2.4	1	0.1	20	1
Cc1ccc(S(=O)(=O)C2(C(=O)N3CCN(C4CCCCC4)CC3)CC2)cc1	2	5	-1	-5	2.0	1	-0.1	-5	4
C[C@H](CO)N1C[C@H](C)[C@@H](CN(C)C(=O)Nc2ccccc2)Oc2ccc(NC(=O)Cc3ccccc3)cc2C1=O	.	3	.	.	.	.	0.3	11	3
O=[N+]([O-])c1ccc(/C=N/NC2=NS(=O)(=O)c3ccccc32)cc1	-2	-1	-2	-6	1.9	0	-0.2	-2	0
O=C(CSc1nnc(-c2ccccc2)n1C1CCCCC1)Nc1ccc(S(=O)(=O)Nc2ccccn2)cc1	4	1	-2	-2	3.2	-4	0.0	8	1
COc1ccc(C2SCCN2S(=O)(=O)c2ccccc2)cc1OC (stereo unspecified)	0	12	5	-2	-1.9	3	0.0	2	2
CCn1c(C)c(C(C)=O)c(N2CCN(C(=O)c3ccco3)CC2)nc1=S	-7	6	8	5	-1.2	-6	-0.1	6	3
Cc1ccc([N+](=O)[O-])cc1S(=O)(=O)Nc1ccccn1	1	-6	2	4	-0.4	5	0.2	3	2
COc1ccccc1NC(=O)c1cc([N+](=O)[O-])ccc1N1CCOCC1	5	9	-3	-22	1.1	5	-0.3	9	5
COc1cc2c(C)nc3onc(-c4ccccc4)c3c2cc1OC	5	-8	5	6	3.4	-4	0.1	10	0
CC1CCc2nn(CC(=O)NCc3ccc4c(c3)OCO4)cc2C1 (stereo unspecified)	-2	5	4	2	1.0	-1	0.0	2	0
Cc1ccc(NC(=O)CCNS(=O)(=O)c2ccccc2)cc1S(=O)(=O)N1CCOCC1	-11	3	-5	1	-1.7	2	-0.1	-2	1
CC1CCc2cc(F)ccc2N1C(=O)CSc1nnc2c3ccccc3n(C)c2n1 (stereo unspecified)	3	3	0	-8	1.0	0	0.0	9	3
COc1ccc(N/C=C(\C=C\C#N)S(=O)(=O)c2ccccc2)cc1	-2	-2	5	6	3.6	4	-0.7	10	0
CCOC(=O)c1c(-c2ccccc2)csc1NC(=O)c1cc(-c2ccccc2OC)on1	5	-3	3	6	-1.7	-4	0.7*	5	8
O=C(/C=C/c1ccco1)NCc1ccc2c(c1)OCO2	5	-5	4	5	2.3	-4	-0.1	8	3
Cc1ccc(CCNC(=O)C2CCN(S(=O)(=O)c3ccc4c(c3)oc(=O)n4C)CC2)cc1	-6	2	3	-2	1.9	-2	-0.4	5	0

Some of these compounds in order of the BCLXL inh value, largest number first.
molecule	BCLXL inh
COc1ccc(N/C=C(\C=C\C#N)S(=O)(=O)c2ccccc2)cc1	5
Cc1ccc(CCNC(=O)C2CCN(S(=O)(=O)c3ccc4c(c3)oc(=O)n4C)CC2)cc1	3
CC1CCc2cc(F)ccc2N1C(=O)CSc1nnc2c3ccccc3n(C)c2n1 (stereo unspecified)	0

Additional records.
SMILES	PME-1 primary	GLD-1 TGE inh	BCLXL inh	MCL1-BIM inh	MEX-5 binding	Fam108B inh	Efflux pump mplx	VLA-4 inh	GRK2 aptamer HTS
O=C(O)Cc1c[nH]c2cccc(O)c12	-29	5	12	45*	-15	11	0.0	36	5
COc1ccc(-n2c(C)cc(C(=O)CSc3nnc(-c4ccoc4C)n3C)c2C)cc1	-4	6	3	9	0.1	-8	0.3	6	91*
COc1ccc(-c2nc(SC(CC(=O)NCc3ccccc3)c3ccc(OC)c(OC)c3)n[nH]2)cc1 (stereo unspecified)	7	9	12	9	-1.6	4	-0.2	-2	1
COc1ccc(CCNC(=O)Cn2cc(C(F)(F)F)cc(Cl)c2=O)cc1	2	7	7	-2	0.1	5	-0.1	1	3
c1ccc(-c2nnsc2-c2ccccc2)cc1	4	-1	2	-1	1.0	9	0.1	-6	0
CCCn1c(C)cc(C(=O)COC(=O)c2cc(S(=O)(=O)NCC(C)C)c(Cl)cc2Cl)c1C	-10	1	-3	-10	1.1	-11	0.4	36	0
CC(=O)N1CCN(c2ccc(S(C)(=O)=O)cc2[N+](=O)[O-])CC1	-3	2	2	-6	-1.2	-2	-0.1	9	0
CC(=O)N1N=C(c2ccco2)CC1c1ccc(C)cc1 (stereo unspecified)	-4	2	-6	-1	1.6	12	0.5	16	0
COc1cc(C(=O)N2CCN(C(=O)C3CCCO3)CC2)cc(OC)c1OC (stereo unspecified)	-6	4	6	9	.	.	-0.3	-1	0
Cc1cc2c(=O)n(Cc3ccco3)c(SCC(=O)c3ccc(Cl)s3)nc2s1	-4	0	-6	2	-2.6	-11	0.0	-1	0
COc1cc(Br)cc2cc(C(=O)N3CCN(C(=O)c4ccco4)CC3)c(=O)oc12	5	4	4	16	-1.6	-3	-0.2	11	0

A portion of the library; the hit share may differ from the screen's.
